# D2 ag = agonists of human D2 dopamine receptor | HEK293 T-REx D2 cells, calcium flux agonist mode | activation, % at 2 µM | 340,000 tested, 0.53% active | AID 485358;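 active = activation over 3 SD above normal in the single-dose calcium agonist read, cut at about 30% in these data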; also: 0% is about no effect
#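 Tetracycline-induced HEK293 T-REx cells with force-coupled D2 receptor, plated overnight at 30 C, loaded with no-wash calcium dye. After a 10 s baseline, compound was pin-added and calcium flux read kinetically for 180 s; calcium rises flagged agonists.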
# 12-LOX inh = blocks human arachidonate 12S-lipoxygenase; purified 12hLO, xylenol orange hydroperoxide absorbance; 580,000 tested, 1.1% active; P18054; Potency, µM (highest dose often 108 µM), inactives show at the highest dose activity change, negative = inhibition, hits mostly inhibitors; also: potency is read from the fitted curve at half-maximal effect; % is scaled to controls: 0 for no effect and ±100 for the full control effect
#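 Purified human 12hLO at 150 nM in 25 mM Hepes, 0.01% Triton X-100, pH 7.0, preincubated 15 min at room temperature with compound. Reaction started with 40 uM arachidonic acid, 30 min at room temperature. Hydroperoxide measured by Fe-xylenol orange, 573/405 nm absorbance ratio.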
# Vif-A3F inh = Vif-A3F binding inhibition. HeLa A3F-eYFP + Vif (tagged APOBEC3F with the HIV-1 protein that degrades it), YFP fluorescence increase. Potency, µM (doses to about 46.1 µM), without a hit: at the top dose activity, negative = active. 390,000 tested, 0.2% active. AID 602313; also: potency is read from the fitted curve at half-maximal effect; % of control where 0% means no effect; nearly all actives have a fitted effect of over 65% in size
#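 HeLa cells stably expressing A3F-eYFP plus Vif, plated and incubated overnight at 37 deg C, then exposed to compounds overnight at 37 deg C. Blocked degradation read as raised yellow fluorescence (Ex 488/Em 500-530).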
# RGS4 inh = human RGS4 inhibition; P49798; AID 504845; Potency, µM (series often up to 114 µM), for the others: at the top dose activity change, negative = inhibition, actives largely listed as inhibitors; 390,000 tested, 0.039% active; Transcreener GDP fluorescence polarization, RGS4-accelerated GTP hydrolysis; also: potency is read from the fitted curve at half-maximal effect; % is scaled to controls: 0 for no effect and ±100 for the full control effect; nearly all actives have a fitted effect of over 75% in size; some results filed as inactive show a strong effect at the top dose
# Target sequence (P49798 whole entry, looked up): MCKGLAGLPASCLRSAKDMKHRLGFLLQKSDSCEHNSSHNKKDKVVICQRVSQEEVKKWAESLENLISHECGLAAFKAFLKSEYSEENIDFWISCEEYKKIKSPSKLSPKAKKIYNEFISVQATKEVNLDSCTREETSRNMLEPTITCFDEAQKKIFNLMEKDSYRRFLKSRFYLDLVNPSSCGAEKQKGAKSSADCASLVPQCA
#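 MLSMR compounds (23 nl, pin-transferred) preincubated 10 min at room temperature with a 500nM (2x) first reagent, then RGS4 at 900nM (2x) plus Transcreener GDP mix added; fluorescence polarization (620/688 nm) read before and after 90 min at 30 °C.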
# Glioma ERSR ind = induces the endoplasmic reticulum stress response in human glioma cells; U87-MG GRP78 promoter luciferase reporter, 16 h; Potency, µM, inactives show at the highest dose activation, hits mostly activators; 420,000 tested, 0.02% active; AID 602332; also: potency is read from the fitted curve at half-maximal effect; series mostly up to about 76 µM; % of control where 0% means no effect; nearly all actives have a fitted effect of over 35% in size
#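 ERSR induction read as luciferase luminescence (Bright-Glo, 10 min at room temperature) in stably transfected human U87-MG glioma cells exposed to compounds for 16 h, using GRP78 as sensor.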
# Vif-A3G inh = blocks the Vif interaction with human APOBEC3G. Q9HC16. HeLa A3G-eYFP + Vif (tagged APOBEC3G with the HIV-1 protein that degrades it), YFP fluorescence, overnight. Potency, µM (titrated, usually from 46.1 µM), without a hit: at the top dose activity, negative = active, most hits filed as inhibitors. 410,000 tested, 0.076% active;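 also: potency is read from the fitted curve at half-maximal effect; % is scaled to controls: 0 for no effect and ±100 for the full control effect; nearly all actives have a fitted effect of over 60% in size; hits raise eYFP signal because A3G escapes Vif-driven loss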
# Target sequence (Q9HC16 whole entry, looked up): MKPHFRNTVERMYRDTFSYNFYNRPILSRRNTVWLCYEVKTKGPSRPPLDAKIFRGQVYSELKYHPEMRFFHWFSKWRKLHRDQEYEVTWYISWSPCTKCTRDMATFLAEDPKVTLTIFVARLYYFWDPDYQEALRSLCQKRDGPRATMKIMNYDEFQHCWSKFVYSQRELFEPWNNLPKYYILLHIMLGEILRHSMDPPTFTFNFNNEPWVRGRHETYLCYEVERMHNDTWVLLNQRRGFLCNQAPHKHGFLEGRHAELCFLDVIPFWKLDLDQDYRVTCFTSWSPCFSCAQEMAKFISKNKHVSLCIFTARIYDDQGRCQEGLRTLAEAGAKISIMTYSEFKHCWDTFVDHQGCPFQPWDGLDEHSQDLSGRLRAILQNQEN
#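 Read-out is eYFP fluorescence (Ex 488/Em 500-530) from Vif-expressing HeLa A3G-eYFP cells; more signal means A3G escaped Vif-mediated degradation. Cells plated overnight, compound pinned in, incubated overnight at 37 deg C.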
# LDHA block = LDHA (human) enzyme inhibition; AID 1347041; purified LDHA, NADH/diaphorase-resazurin fluorescence; active compounds read low; P00338; 480,000 tested, 0.15% active; activity change, % (values are at about 110 or 230 µM); in the data active = activity change below about -30%; inconclusive = mostly about -25% to -30%;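 also: plate controls were DMSO wells for no effect and wells without enzyme for full effect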
#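 Human LDH5 at 2 nM final in Tris HCl pH 7.4 with 0.06 mM NADH and 0.2 mM pyruvate, reacted 5 minutes at room temperature. Remaining NADH coupled via diaphorase/resazurin; resorufin fluorescence read at 0 and 20 minutes, normalized to enzyme-free and DMSO wells.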
# D2 antag = antagonizes the human D2 dopamine receptor; 340,000 tested, 2% active; P14416; inhibition, % at 10 µM; HEK293 TREx D2 cells, calcium flux, dopamine EC80; in the data active = inhibition above about 30%; also: 0% is about no effect
#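 Antagonism is scored as inhibition of an EC80 dopamine-evoked calcium signal in a force-coupled, tetracycline-inducible HEK293 T-REx D2 line, with compound present 180 s before agonist.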
# ERG-DNA inh = blocks human ERG Ets domain binding to DNA; P11308; fluorescence polarization, His-ERG Ets domain / labelled DNA; Potency, µM (series often up to 76.9 µM), without a hit: at the top dose FP activity, negative = inhibition, actives largely listed as inhibitors; 370,000 tested, 0.028% active; AID 624246; active = well fitted inhibition curve with a large enough effect in the polarisation, with a control signal flat; inconclusive = small, poorly fitted or top-dose-only effect, or effect the other way, or a change in a side signal; inactive = no such curve, though single readings can be large or run the other way; the % refers to the polarisation;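 also: polarization taken with two DNA probes labelled with fluorescein and Texas red; potency is read from the fitted curve at half-maximal effect; % of control where 0% means no effect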
# Target sequence (P11308 whole entry, looked up, the tested form may be a part): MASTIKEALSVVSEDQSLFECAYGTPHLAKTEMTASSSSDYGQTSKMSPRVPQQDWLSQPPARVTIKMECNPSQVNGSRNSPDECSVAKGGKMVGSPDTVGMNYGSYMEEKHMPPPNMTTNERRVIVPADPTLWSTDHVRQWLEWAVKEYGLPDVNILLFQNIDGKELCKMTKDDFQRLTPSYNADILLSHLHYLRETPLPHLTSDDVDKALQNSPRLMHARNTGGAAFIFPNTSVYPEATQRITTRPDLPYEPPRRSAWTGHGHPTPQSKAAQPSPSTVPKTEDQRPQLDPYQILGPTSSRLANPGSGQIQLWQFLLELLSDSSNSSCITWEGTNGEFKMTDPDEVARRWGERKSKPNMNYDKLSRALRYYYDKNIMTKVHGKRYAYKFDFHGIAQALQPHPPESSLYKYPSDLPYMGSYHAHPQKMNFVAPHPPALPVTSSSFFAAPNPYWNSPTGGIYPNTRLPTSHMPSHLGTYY
#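 His-tagged ERG Ets domain (1 uM in the protein solution; 300mM KCl, 50mM Tris-HCl, 1mM EDTA, 1mM DTT, pH 7.5) received compound, then a probe mix of 5 nM fluorescein-DNA and 100nM Texas-615-DNA. Fluorescence polarization was read for both dyes.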
# An asterisk follows results filed as active; ? = inconclusive; . = not tested or not shown; & = joins results of further samples; [ ] = remark or other dose. Unless noted, calls follow the shape of the dose curve; as a rule, active = well fitted curve in the direction sought with a large enough effect; inconclusive = small, poorly fitted or top-dose-only effect, or another doubt; inactive = no such curve, though single readings can be large; an effect the other way counts as inactive or inconclusive. A portion of the library, so the mix of outcomes need not match the whole.
SMILES,D2 ag,12-LOX inh,Vif-A3F inh,RGS4 inh,Glioma ERSR ind,Vif-A3G inh,LDHA block,D2 antag,ERG-DNA inh
O=C(CC(=O)Nc1ccc(Cl)cc1)N/N=C\c1cccc(F)c1,0.2,?,13%,32%,-4%,3%,-4,6,1%
CCOC(=O)Cc1c[nH]c(=S)[nH]c1=O,.,?,3%,-3%,-9%,1%,-7,.,10%
CCOc1ccccc1NC(=O)C1CCCCN1S(=O)(=O)c1ccccc1 (stereo not given),-1.4,-3%,7%,-14%,-5%,-8%,3,-3,-13%
CCn1c(C(O)c2ccccc2)nc2ccccc21 (stereo not given),0.9,21%,-11%,0%,-3%,0%,2,-23,-18%
CC(=O)Nc1cccc(OCCCNS(=O)(=O)c2ccc(F)cc2)c1,-0.2,185%[activator],5%,10%,-1%,1%,-8,-5,5%
CCc1ccccc1OCCCN1CCCC1,.,-18%,3%,-14%,-4%,1%,-24,.,-4%
CCOC1=C2[C@@H](CN(S(=O)(=O)c3ccc(C)cc3)[C@H]2c2cccc3ccccc23)[C@H]2C(=O)NC(=O)[C@H]2C1,.,?,.,.,-3%,-4%,1,.,.
O=C(COc1ccccc1[N+](=O)[O-])Nc1ccc2c(c1)CCC2,-0.2,189%[activator],-23%,-6%,0%,10%,0,17,-10%
Cc1cc(Nc2ccccc2)nc(NCc2ccccc2)n1,2.5,?,-26%,14%,-9%,?,4&-8,-12,5%
COc1cc(NC(=O)CSc2ccc(-c3sc(C)nc3C)nn2)cc(OC)c1,.,-25%,1%,4%,-3%,-2%,-2,.,-19%
O=C(Cn1ncn2c(cc3sccc32)c1=O)NCCc1ccccc1,.,-10%,0%,32%,-1%,5%,-18,.,-2%
COc1ccc(-n2nc(C(=O)NCC(=O)NCCCN3CCOCC3)c3ccccc3c2=O)cc1Cl,0.4,-7%,-16%,13%,-5%,2%,-1,-4,-1%

# 4 entries picked at random from the list so far:
SMILES,D2 ag,12-LOX inh,Vif-A3F inh,RGS4 inh,Glioma ERSR ind,Vif-A3G inh,LDHA block,D2 antag,ERG-DNA inh
CC(=O)Nc1cccc(OCCCNS(=O)(=O)c2ccc(F)cc2)c1,-0.2,185%[activator],5%,10%,-1%,1%,-8,-5,5%
CCn1c(C(O)c2ccccc2)nc2ccccc21 (stereo not given),0.9,21%,-11%,0%,-3%,0%,2,-23,-18%
COc1cc(NC(=O)CSc2ccc(-c3sc(C)nc3C)nn2)cc(OC)c1,.,-25%,1%,4%,-3%,-2%,-2,.,-19%
O=C(Cn1ncn2c(cc3sccc32)c1=O)NCCc1ccccc1,.,-10%,0%,32%,-1%,5%,-18,.,-2%

# Next records:
SMILES,D2 ag,12-LOX inh,Vif-A3F inh,RGS4 inh,Glioma ERSR ind,Vif-A3G inh,LDHA block,D2 antag,ERG-DNA inh
O=C(Nc1ccccc1Cl)c1cc(S(=O)(=O)N2CCOCC2)cs1,0.3,-3%,-2%,-20%,-2%,-1%,0,1,2%
O=C(CC(Nc1cccc(Cl)c1Cl)C(=O)O)c1ccccc1 (stereo not given),0.7,-5%,0%,?,2%,-7%,-2,-4,-11%
COc1ccc(C(=O)NCCc2ccccc2)cc1[N+](=O)[O-],-1.0,-6%,2%,-20%,2%,-3%,-3,7,-12%
CCN(CC)CCC(=O)N1c2ccccc2Sc2ccc(Cl)cc21,0.4,?,1%,-8%,16%&-7%,-14%,-2,-10,11%
CCOc1ccc(C(=O)Nc2ccc(C(=O)OCc3cc(=O)n4nc(CC)sc4n3)cc2)cc1,1.1,-20%,2%,-38%,-1%,4%,-20,.,-5%
Cc1ccc(C(=O)O)cc1NC(=O)Nc1ccc2c(c1)OCO2,-0.5,-12%,12%,-4%,7%,2%,19,-2,8%
O=C(NCCOc1ccccc1Cl)c1ncn[nH]1,0.0,0%,2%,-7%,5%,7%,-5,-12,-7%
CCn1ncc(Br)c1C(=O)Nc1ccc(C(=O)OC(C)C)cc1,-0.4,-22%,8%,-2%,1%,0%,1,11,0%
COc1ccc(NC(=O)CSCC(=O)Nc2nnc(C3CC3)s2)cc1,0.5,-5%,1%,10%,-4%,3%,-9,-4,18%
c1ccc(NCc2nnc3n2CCCCC3)cc1,0.6,15%,1%,16%,1%,2%,-7,0,.
COc1ccc(NC(=O)CC2C(=O)N(c3ccc(F)cc3)C(=O)N2Cc2ccco2)cc1 (stereo not given),0.8,-23%,-1%,3%,-1%,-6%,-7,.,-9%
CC(C)c1nnc(NC(=O)CCS(=O)(=O)Cc2ccccc2)s1,0.7,?,7%,-6%,-4%,-2%,-7&6,12,9%
O=C(Cn1cc(SCc2c(F)cccc2Cl)c2ccccc21)N1CCCCCC1,0.8,-7%,3%,1%,1%,-2%,5,.,0%
CC(=O)N1c2ccc(S(=O)(=O)N(C)c3cc(C)ccc3C)cc2CC1C (stereo not given),-0.4,0%,-9%,10%,-3%,-7%,-4,-18,5%
COc1ccc(-c2noc(CCC(=O)N3CCN(c4ccccc4C)CC3)n2)cc1,.,?,5%,18%,2%,0%,0,.,-6%
O=C(c1ccc2c(c1)N(Cc1ccccc1)C(=O)c1ccccc1S2(=O)=O)N1CCCCCC1,-1.1,0%,.,-27%,.,.,-7,.,-4%
O=C(COc1ccccc1)Nc1ccc(CSc2ccccc2)cc1,0.0,29%,-12%,-12%,-8%,-2%,-5,-1,-9%
CN(Cc1ccccc1)Cc1nc2c([nH]1)c(=O)n(C)c(=O)n2C,0.3,0%&42%,2%,-22%,-3%,-2%,3&7,-16,9%
C/C(=C\c1ccccc1)CN1CCN(C)CC1,0.1,?,-4%,-16%,-2%,2%,-22,15,-7%
C[C@@H]1CN([C@H](C)CO)C(=O)CCCn2nncc2CO[C@@H]1CN(C)C(=O)Nc1ccnc(N2CCOCC2)c1,.,23%,1%,.,-3%,2%,1,.,.
Nc1ccc(SC(F)(F)F)cc1,-0.5,?,6%,11%,-5%,3%,-9&-1,-13,-8%
CC(=O)c1ccc(NC(=O)CCNS(=O)(=O)c2ccccc2F)cc1,-0.1,-4%,7%,19%,-5%,0%,-4,0,-7%
CCOC(=O)c1c(NC(=O)c2ccc(S(=O)(=O)N3CCOCC3)cc2)sc2c1CCN(C)C2,0.2,-18%,-8%,21%,-2%,0%,-2,-6,1%
CCCC[C@H]1COCCS(=O)(=O)N1Cc1ccc(Br)cc1,0.2,-9%,0%,14%,-4%&-4%,0%&2%,-4,29,0%
CC(=O)N1CCN(CC(=O)Nc2ccc([N+](=O)[O-])cc2Br)CC1,-0.2,1%,?,-52%,3%,-4%,-2,16,5%
COCCN1CCN(C(=O)C2CCC(=O)N(Cc3cccc(C(F)(F)F)c3)C2)CC1 (stereo not given),-0.6,1%,1%,-29%,-4%,-1%,-2,12,-14%
COC(=O)Cc1cc(OC)c(OC)cc1Cc1cc(OC)c(OC)cc1CC(=O)OC,0.6,17%,1%,0%,-1%,0%,-4,-12,.
CCOC(=O)NNc1ccccc1,0.1,?,-4%,-8%,-1%,0%,3,17,-5%
O=C(CNC(=O)c1ccccc1F)Nc1ccc2c(c1)OCO2,.,425%[activator],-12%,-5%,-2%,4%,4,.,6%
CCOc1cccc(C(=O)Nc2ccc(-c3nc4cc(C)cc(C)c4o3)cc2)c1,-2.2,-6%,0%,-6%,-3%,-3%,-9,.,4%
CCn1c(Sc2nc(C)nc3scc(-c4cccs4)c23)n[nH]c1=O,-0.8,15%,-10%,-1%[56.9 µM],-8%,1%,-10,-2,-1%
C[C@@H](OC(=O)N(C)Cc1ccccc1)[C@H]1O[C@]2(C)CCCC[C@H]1O2,0.2,14%,-3%,-31%,2%,3%,-3,1,2%
CCN1c2ccccc2-c2nc3ccccc3n2C1c1ccncc1 (stereo not given),0.8,3%,-8%,1%,4%,-6%,-6,7,-1%
CCn1c(SCC(=O)c2ccccc2)nc2sc3c(c2c1=O)CCN(C)C3,0.2,-18%,?,-10%,5%,-10%,-7,-12,21%
COc1cc(S(=O)(=O)N(Cc2cccs2)C2CC2)ccc1-n1cnnn1,.,10%,3%,1%,-3%,0%,-6,.,.
CCCc1nnc(SCC(=O)Nc2cccc(C(F)(F)F)c2)o1,-0.8,-4%,-13%,0%,-7%,-2%,-7,-2,8%
CCSc1nnc(-c2cccc(S(=O)(=O)N(CC)CC)c2)n1Cc1ccccc1,0.9,-17%,?,-19%,-3%,-11%,2,5,7%
O=C(NC1C2CC3CC(C2)CC1C3)c1ccc(Br)o1 (stereo not given),0.0,-17%,2%,13%,0%,-6%,-22,-25,8%
CCN1CCCC1CNC(=O)c1ccc(Sc2ccc(F)cc2)c([N+](=O)[O-])c1 (stereo not given),1.2,0%,1%,9%,-1%,1%,-5,35*,2%
O=C(O)c1ccc(S(=O)(=O)N2CCc3ccccc3C2)cc1,0.5,-12%,-18%,-4%,-5%,-7%,-3,15,-2%
FC(F)(F)c1cccc(N2CCC(N=CN3CCCCCC3)=N2)c1,-0.2,?,-4%,-21%,8%,1%,-4,-15,-2%
N#Cc1cnn(-c2ccc([N+](=O)[O-])cc2[N+](=O)[O-])c1N,.,-12%,-3%,.,-8%,-10%,-2,.,.
C(=C\c1nc(-c2ccccc2)no1)/c1ccccc1,-0.3,7%,12%,5%,-4%,-6%,-1,11,3%
